H9c2 protect = myocardial damage modulation in H9c2 cells; H9c2 cardiomyocytes, H2O2 injury protection, ATPLite, 2 h; protection from H2O2 cell death, % at 20 µM; hit rate 0.63% among 360,000;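 active means compounds giving at least 50% protection of heart cells from peroxide-induced death in the single-dose screen, raw or plate-pattern-corrected value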;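 further: 0% = DMSO wells with peroxide and 100% = DMSO wells without peroxide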
TLR9-MyD88 block = TLR9-MyD88 interaction inhibition; Q9NR96+Q99836; CHO BLA complementation TLR9-MyD88, CCF4 FRET ratio; inhibition, % at 4.98 µM; hit rate 0.21% among 340,000; AID 504734;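 active means inhibition above the mean over all tested compounds plus 3 SD, cut at about 21% in these data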;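 further: 0% = DMSO only wells and 100% = clavulanate BLA inhibitor control wells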
Glyco luc inh = N-linked glycosylation inhibition; D54 ERlucT glycosylation luciferase reporter, 24 h; percent of 100 nM tunicamycin response; reporter increase, % at 12.5 µM; AID 588692; hit rate 0.23% among 360,000;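 active means mean luciferase reporter signal, scaled so untreated is 0 and the glycosylation-blocking control 100, at or above a set limit in every replicate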;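 further: luciferase carries N-glycosylation sites so blocking glycosylation raises the light; 0% = median of neutral control wells and 100% = median of 100 nM tunicamycin wells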
HTR2A ag = agonists of mouse serotonin 5-HT2A receptor (HTR2A); CHO-K1 mHTR2A beta-arrestin complementation, luminescence; percent of 30 µM serotonin response; activation, % at 7.6 µM; P35363; hit rate 0.66% among 360,000;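 active means activation above a run cutoff, the mean activation of all tested compounds plus 3 SD, cut at about 14% in these data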;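 further: 0% = plate median of compound wells and 100% = 30 µM serotonin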
Target sequence (P35363 whole entry, looked up): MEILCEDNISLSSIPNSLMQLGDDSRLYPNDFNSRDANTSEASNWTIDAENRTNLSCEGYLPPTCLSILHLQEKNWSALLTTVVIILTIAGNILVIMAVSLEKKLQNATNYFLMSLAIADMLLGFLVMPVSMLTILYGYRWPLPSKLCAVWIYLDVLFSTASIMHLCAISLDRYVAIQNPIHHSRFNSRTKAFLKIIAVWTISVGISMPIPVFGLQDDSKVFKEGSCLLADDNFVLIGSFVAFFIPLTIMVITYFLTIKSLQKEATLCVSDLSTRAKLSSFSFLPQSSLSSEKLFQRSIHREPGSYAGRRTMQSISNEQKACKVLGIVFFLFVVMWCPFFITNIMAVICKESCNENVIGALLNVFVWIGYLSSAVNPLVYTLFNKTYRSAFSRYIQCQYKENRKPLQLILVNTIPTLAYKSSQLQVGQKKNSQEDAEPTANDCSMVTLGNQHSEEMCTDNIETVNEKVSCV
NOD2-RIPK2 inh = inhibitors of human NOD2-RIPK2 interaction | O43353 | CHO BLA complementation NOD2-RIPK2, CCF4 ratio | inhibition, % at 4.98 µM | hit rate 0.38% among 360,000; in the data active means inhibition above about 21%;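 further: 0% = vehicle only and 100% = reference blocker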
Target sequence (O43353 whole entry, looked up): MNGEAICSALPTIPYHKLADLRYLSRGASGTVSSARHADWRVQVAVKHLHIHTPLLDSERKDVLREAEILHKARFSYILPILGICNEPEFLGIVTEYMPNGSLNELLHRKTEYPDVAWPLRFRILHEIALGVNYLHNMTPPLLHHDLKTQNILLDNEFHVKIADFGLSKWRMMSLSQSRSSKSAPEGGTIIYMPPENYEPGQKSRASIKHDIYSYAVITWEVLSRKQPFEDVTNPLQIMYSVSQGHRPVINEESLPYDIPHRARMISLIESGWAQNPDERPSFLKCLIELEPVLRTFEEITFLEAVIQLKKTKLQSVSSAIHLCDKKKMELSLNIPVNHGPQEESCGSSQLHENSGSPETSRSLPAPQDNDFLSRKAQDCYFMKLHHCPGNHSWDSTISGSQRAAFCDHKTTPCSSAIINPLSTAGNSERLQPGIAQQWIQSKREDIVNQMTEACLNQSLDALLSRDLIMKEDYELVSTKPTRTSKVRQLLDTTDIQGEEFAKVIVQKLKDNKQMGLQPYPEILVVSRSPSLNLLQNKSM
ABHD5-PLIN5 inh = blocks binding of human ABHD5 to perilipin-5. hit rate 0.78% among 360,000. Q00G26+Q8WTS1. Split G. princeps luciferase complementation, luminescence, 4 h. AID 602281. inhibition, % at 4 µM;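 active means inhibition above the mean inhibition across every tested compound plus 3 SD, cut at about 22% in these data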;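 further: 0% = DMSO only wells and the 100% control is not disclosed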
MC4R ag barr = activates human MC4R beta-arrestin recruitment; P32245; U2OS MC4R beta-arrestin complementation, luminescence; percent of melanotan II response, DMSO zero; activation, % at 8.9 µM; hit rate 0.98% among 360,000;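 active means activation above a per-plate cutoff, the mean activation of sample wells on that plate plus 3 SD, cut at about 8% in these data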
MC4R antag cAMP = blocks human MC4R cAMP signaling | P32245 | MC4R-expressing cells, MTII-stimulated cAMP, LANCE TR-FRET | hit rate 0.48% among 360,000 | inhibition, % at 6.5 µM;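 active means inhibition above its plate's cutoff, the mean of tested wells on that plate plus 3 SD, cut at about 29% in these data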;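 further: 0% = Melanotan II alone and 100% = Melanotan II plus saturating MCL0020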
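Assay system: U2OS-MC4R stable cell line; Also added: Melanotan II; Technique: Eu-cAMP/anti-cAMP TR-FRET, emission 671 nm; Times: 30-min compound, 1-h challenge, 1-h detection, room temperature.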
ABCB6 inh MLPCN = human ABCB6 transporter inhibition; hit rate 0.19% among 360,000; Q9NP58; K562-ABCB6 porphyrin accumulation, flow cytometry, 1 h; stronger effect = lower value; fluorescence ratio to DMSO, % at 10 µM;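 active means fluorescence ratio to DMSO below 75%, the collection mean minus 3 SD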;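 further: signal is porphyrin accumulated inside mitochondria; 100% equals median channel fluorescence of DMSO control wells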
NCOA2 inhibitor = human SRC2 (NCOA2) inhibition | inhibition, % at 9 µM | HEK293 GAL4-SRC2 luciferase reporter, luminescence | hit rate 0.17% among 370,000 | AID 651957;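 active means inhibition above the mean inhibition of all tested compounds plus 3 SD, set per campaign, cut at about 52% in these data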;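 further: 0% = DMSO treated cells and 100% = cells given Gossypol at 36 µM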
Starred values were filed as active, the others as inactive; . = no result given. An excerpt; the hit share may differ from the screen's.

SMILES	H9c2 protect	TLR9-MyD88 block	Glyco luc inh	HTR2A ag	NOD2-RIPK2 inh	ABHD5-PLIN5 inh	MC4R ag barr	MC4R antag cAMP	ABCB6 inh MLPCN	NCOA2 inhibitor
CCN1C(=O)N(C)[C@@H](c2ccccc2)C(C(C)=O)=C1C	4	0	1	4	-2	-8	-0.3	5	97	-20
C=CCN(c1ccccc1C(=O)O)S(=O)(=O)c1ccc(NC(=O)OC)cc1	8	11	2	3	-10	5	-1.6	-2	99	-56
C=CCNc1nc(-c2ccc(Cl)cc2)cs1	-27	9	-5	-3	-5	-1	-0.1	5	94	-36
O=C(COc1ccccc1)NCC(=O)N/N=C/c1ccc(Cl)cc1	-1	-2	4	1	3	-4	-1.5	0	98	-13
Cn1cc(CNC(=O)c2ccc3nc(Cc4ccccc4F)oc3c2)cn1	2	-1	-5	-6	-7	-7	-4.2	4	94	-45
COc1ccc(OC)c(/C=N/NC(=O)CNC(=O)c2ccc(S(=O)(=O)N3CCCC3)cc2)c1	1	-8	1	-5	-4	-5	-1.8	5	98	6
COCc1ccc(-c2c(-c3cc(OC)cc(OC)c3)oc(=O)c3cc(OC)c(OC)cc23)cc1	32	3	2	2	2	-5	0.4	14	99	-18
Cc1cc(C(F)(F)F)n2nc(-c3cccs3)cc2n1	2	8	0	-1	7	-7	-3.4	-11	101	-54
COc1ccc(CNC(=O)C2CCN(S(=O)(=O)c3ccc(SC)cc3)CC2)cc1	-2	-4	-2	3	-3	-5	-1.8	12	96	-10
O=C(O)c1cc([N+](=O)[O-])ccc1NCc1cccnc1	4	1	1	-4	-5	-7	-1.1	0	97	-28
NC(=S)Nc1cccc(-c2n[nH]c(=S)o2)c1	9	7	-1	0	5	9	-0.5	20	94	-5
CCCN(CC(=O)Nc1ccccc1C)C(=O)C1CCN(S(=O)(=O)c2cccc(C(F)(F)F)c2)CC1	-2	-7	-1	-1	-1	-5	-2.6	-6	96	4
COCc1c(C(=O)N/N=C/c2cccc3ccccc23)nnn1-c1nonc1N	4	2	2	-1	5	3	0.0	0	98	2
COc1ccccc1-c1cn(-c2ccccc2)c(=S)[nH]1	-2	6	5	0	5	-9	-1.5	2	91	-9
Cc1ccc(S(=O)(=O)CCC(=O)NCc2ccccc2F)cc1	-3	5	1	7	7	1	-0.1	0	98	-4
O=C(OCc1ccccc1)N1CCC2CC1c1cc(N3CCN(S(=O)(=O)c4cccc(C(F)(F)F)c4)CC3)ccc12 (configuration not stated)	-7	2	7	5	-3	8	-0.2	7	102	16
CC1CN(C(=S)SCC(=O)c2ccc([N+](=O)[O-])cc2)CC(C)O1 (configuration not stated)	-13	-1	-1	6	4	-6	1.2	0	100	-2
COC(=O)c1ccccc1NC(=O)Nc1cc(C)cc(C)n1	-2	2	1	-2	0	5	0.8	2	103	-15
CC(=C/c1ccccc1)/C=N/NC(=O)c1cccs1	-12	.	-12	-6	1	0	1.0	-6	95	-73
CC(C)(C)C1=NN=C2c3ccccc3C(=O)C21 (configuration not stated)	-5	0	1	1	-5	-1	-1.2	5	90	10
COC(=O)c1cn(CC(=O)N2CCCCCC2)c2ccccc12	3	2	0	1	-1	0	-2.6	-2	99	-6
Cc1ccc(S(=O)(=O)N(CC2CO2)c2cccc([N+](=O)[O-])c2)cc1 (configuration not stated)	-4	-5	7	-5	5	5	1.1	-4	106	13
CCOc1ccc(S(=O)(=O)NCc2cccs2)cc1C(C)C	-9	-2	-3	0	2	-9	3.9	3	103	13
Cc1ccc(S(=O)(=O)N2CCC(C(=O)OCC(=O)N(C)Cc3ccccc3)CC2)cc1C	-4	7	2	-1	-5	5	0.7	-1	97	7
COC(=O)c1cccc(C(=O)Nc2ccc(C)cc2Br)n1	-12	2	3	3	-10	-3	0.0	9	103	-45
COc1cccc(/C=N/Nc2ncnc3c2ncn3Cc2ccccc2)c1O	60*	1	-16	5	-4	2	-2.2	14	90	22
CCC(Sc1nc2ccsc2c(=O)n1Cc1ccc(C(=O)O)cc1)C(=O)Nc1ccc(C)c(Cl)c1 (configuration not stated)	-2	4	-3	-1	-19	4	-3.4	21	97	10
O=Cc1c(SCCO)nc2ccccn2c1=O	10	-9	1	4	-4	8	-1.3	-1	88	22
COCC1CCCN(Cc2cn(-c3ccccc3)nc2-c2ccc3c(c2)OCO3)C1 (configuration not stated)	1	1	1	-2	-12	1	2.5	-1	103	5
O=C1CNC(=S)N1CCOc1ccccc1	2	-8	-1	-3	-16	0	-0.2	4	96	-9
O=C(CSC(=S)N1CCCC1)N1CCN(S(=O)(=O)c2ccccc2F)CC1	15	1	-4	-1	-2	-1	-1.6	-1	96	-7
COC(=O)c1cc(Br)c(=O)n(-c2cc(C)on2)c1	10	-5	1	4	6	-8	3.8	12	95	-9
O=C1N/C(=N\N=C\c2ccco2)SC1Cc1ccccc1[N+](=O)[O-] (configuration not stated)	1	8	19	3	0	-16	0.8	-2	98	-9
Nn1c(SCc2nc3ccccc3[nH]2)nnc1C1CCCCC1	-2	0	3	-4	-4	-6	-1.5	-6	100	0
O=S(=O)(NC1=NCCC1)c1cccs1	1	-1	1	9	-16	-3	-0.2	7	99	-4
CCn1c(C)nc2cc(C(=O)N/N=C/c3cccc(O)c3O)ccc21	4	7	-7	7	5	6	-1.4	2	97	-24

In a second layout: 2 of the compounds above
Results follow in this order: H9c2 protect	TLR9-MyD88 block	Glyco luc inh	HTR2A ag	NOD2-RIPK2 inh	ABHD5-PLIN5 inh	MC4R ag barr	MC4R antag cAMP	ABCB6 inh MLPCN	NCOA2 inhibitor
C=CCNc1nc(-c2ccc(Cl)cc2)cs1
  -27	9	-5	-3	-5	-1	-0.1	5	94	-36
Nn1c(SCc2nc3ccccc3[nH]2)nnc1C1CCCCC1
  -2	0	3	-4	-4	-6	-1.5	-6	100	0

Next section:
SMILES	H9c2 protect	TLR9-MyD88 block	Glyco luc inh	HTR2A ag	NOD2-RIPK2 inh	ABHD5-PLIN5 inh	MC4R ag barr	MC4R antag cAMP	ABCB6 inh MLPCN	NCOA2 inhibitor
Nc1ccc(-c2cnc3ccccc3n2)cc1	-12	.	-14	2	16	0	-2.2	0	97	-53
Cc1cccc(OCc2nc(-c3nonc3N)no2)c1C	-1	-8	-2	-3	0	-3	1.3	11	101	-43
CC(=O)c1cc2c(cc1NC(=O)c1cccc(S(=O)(=O)N3CCN(C)CC3)c1)OCO2	4	3	8	-9	2	4	-0.5	-2	101	1
N#Cc1cc(N)ccc1-n1cccc1	1	-18	3	-7	-8	-8	0.9	3	101	-13
O=C(CCNC(=O)c1ccc(Cl)cc1)NCc1ccco1	0	2	0	-1	-4	-7	-2.0	6	94	-14
Cc1ccc(N2C(SCC(=O)O)=NC(=Nc3cccc(C)c3)C23CCCC3)cc1	-10	0	1	9	5	-2	-1.1	6	102	9
CCOC(=O)C1=C[C@@H](C)N(S(=O)(=O)c2ccc(C)cc2)[C@H]1c1ccccc1	-5	.	4	5	-15	-16	.	.	95	28
CCOC(=O)C1=NNC(C(=O)c2ccccc2)C1c1ccc(C)cc1 (configuration not stated)	0	-4	-1	-6	-5	5	3.3	3	95	3
Cc1ccn2cc(-c3cccc(NC(=O)c4cccs4)c3)nc2c1	3	1	1	5	3	3	1.5	-8	88	-33
CCCNC(=O)C1(C)CCN(Cc2ccc(-c3ccccc3)o2)C1 (configuration not stated)	-8	.	0	-6	3	17	-1.4	-4	94	-30
COC(=O)c1ccc(NC(=O)CNCc2ccncc2)cc1	5	-11	2	0	-9	2	0.0	18	98	8
COc1cccc(CN(C)C(c2ccccc2)c2ccccc2)c1OC	-2	4	3	-5	3	-9	-0.5	0	101	-5
CC(=O)Oc1cccc2c1C(=O)c1c(OC(C)=O)cc(C(=O)O)cc1C2=O	-9	9	0	0	2	4	-4.2	-17	90	-5
CCOc1ccc2[nH]c3c(NCCN(C)C)ncnc3c2c1	1	4	2	-10	-4	-3	-1.6	18	94	-29
COc1ccc(C)c(NC(=O)NCCc2cnc[nH]2)c1	3	-8	0	-3	-5	3	-1.7	2	96	1
Cc1cccc(NC(=O)CN(c2ccc(C(C)C)cc2)S(=O)(=O)c2c(C)nn(C)c2C)n1	-3	14	-8	16*	-8	-2	-0.8	10	97	-11
COc1ccc(N2CC(C(=O)N[C@@H](CC(C)C)C(=O)NC3CCCCC3)CC2=O)cc1 (some centres not stated)	6	-6	-1	-2	-8	3	1.1	12	95	2
N/C(=N\OC(=O)c1ccc(F)cc1)c1ccc(Br)cc1	-12	0	4	2	-10	-2	-0.9	-1	101	-3
COC(=O)CCCC(=O)NC1CC(C)(C)Cc2c1cnn2-c1ccc(C)cc1 (configuration not stated)	-5	-1	1	1	-2	-1	-0.4	7	97	9
O=C(CSc1nnc(CNC(=O)c2cccs2)o1)NCC1CCCO1 (configuration not stated)	7	-4	-1	0	-2	1	0.2	14	98	1
CN(Cc1ccccc1)Cc1cc(=O)oc2ccccc12	-2	.	-1	-5	-2	-4	.	.	95	-37
COc1ccc(S(=O)(=O)N(C)C[C@H]2Oc3ccc(NS(=O)(=O)c4ccccc4)cc3C(=O)N([C@H](C)CO)C[C@@H]2C)cc1	10	1	3	6	-11	0	0.5	-1	96	-6
Cc1nc(N2CCOCC2)c(C#N)c(C)c1Br	1	-10	-2	5	-9	6	-0.1	5	89	6

Entries from the list above that contain two or more sulfur atoms, in the order listed:
SMILES	H9c2 protect	TLR9-MyD88 block	Glyco luc inh	HTR2A ag	NOD2-RIPK2 inh	ABHD5-PLIN5 inh	MC4R ag barr	MC4R antag cAMP	ABCB6 inh MLPCN	NCOA2 inhibitor
COc1ccc(CNC(=O)C2CCN(S(=O)(=O)c3ccc(SC)cc3)CC2)cc1	-2	-4	-2	3	-3	-5	-1.8	12	96	-10
NC(=S)Nc1cccc(-c2n[nH]c(=S)o2)c1	9	7	-1	0	5	9	-0.5	20	94	-5
CC1CN(C(=S)SCC(=O)c2ccc([N+](=O)[O-])cc2)CC(C)O1 (configuration not stated)	-13	-1	-1	6	4	-6	1.2	0	100	-2
CCOc1ccc(S(=O)(=O)NCc2cccs2)cc1C(C)C	-9	-2	-3	0	2	-9	3.9	3	103	13
CCC(Sc1nc2ccsc2c(=O)n1Cc1ccc(C(=O)O)cc1)C(=O)Nc1ccc(C)c(Cl)c1 (configuration not stated)	-2	4	-3	-1	-19	4	-3.4	21	97	10
O=C(CSC(=S)N1CCCC1)N1CCN(S(=O)(=O)c2ccccc2F)CC1	15	1	-4	-1	-2	-1	-1.6	-1	96	-7
O=S(=O)(NC1=NCCC1)c1cccs1	1	-1	1	9	-16	-3	-0.2	7	99	-4
O=C(CSc1nnc(CNC(=O)c2cccs2)o1)NCC1CCCO1 (configuration not stated)	7	-4	-1	0	-2	1	0.2	14	98	1
COc1ccc(S(=O)(=O)N(C)C[C@H]2Oc3ccc(NS(=O)(=O)c4ccccc4)cc3C(=O)N([C@H](C)CO)C[C@@H]2C)cc1	10	1	3	6	-11	0	0.5	-1	96	-6

Bioassay records (PubChem BioAssay)
